CRFR2-BP antag: blocks CRF-induced signaling of the CRF-BP/CRF-R2 complex | hit rate 0.59% among 350,000 | AID 588475 | HEK293 CRF-R2/CRF-BP, CRF-induced calcium fluorescence | inhibition, % at 11.8 µM;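 active means inhibition of the ligand-induced calcium signal above about 50% at the single tested concentration, limit read from the data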
M5 antag: antagonists of human muscarinic M5 receptor (CHRM5). inhibition, % at 3 µM. AID 624040. P08912. hit rate 0.59% among 360,000. CHO-hM5 cells, Fluo-8 calcium fluorescence, ACh EC80;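 active means inhibition above a per-plate cutoff, the mean of that plate's test compounds plus 3 SD, cut at about 27% in these data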;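 further: 0% = acetylcholine EC80 with DMSO and 100% = DMSO without agonist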
M5 ag: agonists of human muscarinic M5 receptor (CHRM5). P08912. CHO-K1 hM5 cells, Fluo-8 calcium fluorescence; 0% DMSO wells, 100% maximal acetylcholine response. activation, % at 3 µM. hit rate 0.19% among 360,000;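 active means activation above the run's mean over test compounds plus 3 SD, cut at about 23% in these data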;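 further: signal is peak over basal fluorescence ratio across the kinetic read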
CRFBP-R2 agonist: CRF-BP/CRF-R2 complex agonism; HEK293 CRF-R2/CRF-BP, calcium dye fluorescence (FLIPR); percent of saturating CRF peptide response; AID 588473; hit rate 0.46% among 350,000; activation, % at 13.2 µM;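 active means activation of at least 50%, plus an integration ratio under a set limit after plate pattern correction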;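 further: plate controls were neutral control wells without compound for no effect and CRF at EC100 for full effect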
CHRM4 agonist: agonists of human muscarinic M4 receptor (CHRM4) | hit rate 0.14% among 360,000 | CHO-K1 hM4/Gqi5, Fluo-8 calcium fluorescence; vehicle 0%, full acetylcholine response 100% | activation, % at 3 µM | P08173;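 active means activation above the run mean over all test wells plus 3 SD, cut at about 32% in these data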;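 further: peak over basal fluorescence ratio per well then scaled between controls; 0% = DMSO wells and 100% = acetylcholine at EC100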
M5 PAM: CHRM5 positive allosteric modulation; CHO-K1 hM5, Fluo-8 calcium, ACh EC20 PAM; 0% = ACh EC20, 100% = ACh EC100; activation, % at 3 µM; hit rate 0.3% among 360,000; AID 624038;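 active means activation above the run cutoff, the mean activation of all test compounds plus 3 SD, cut at about 18% in these data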
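Replicates: One well per compound, no replicates | System: Human M5 receptor in CHO-K1 cells | Benchmarks: Low control EC20 acetylcholine (0%), high control EC100 acetylcholine (100%) | Probe or stimulus: Acetylcholine, EC20 level | Times: Fluo-8 loading 80 min at 37 °C plus 30 min room temperature | Signal: Intracellular calcium via Fluo-8 fluorescence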
CHRM4 antagonist: blocks acetylcholine activation of human M4 receptor | P08173 | CHO-hM4 cells, ACh EC80, Fluo-8 calcium fluorescence | inhibition, % at 3 µM | hit rate 0.73% among 360,000 | AID 624125;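 active means inhibition above its plate's cutoff, the mean inhibition of sample wells plus 3 SD, cut at about 27% in these data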;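 further: 0% = acetylcholine EC80 with DMSO and 100% = DMSO without agonist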
IDE inh: inhibits human insulin-degrading enzyme in HEK cells | P14735 | FAbetaB cleavage, fluorescence polarization | inhibition, % at 5.59 µM | hit rate 0.41% among 320,000;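 active means percent inhibition above the average of all tested compounds plus 3 SD, set per screening campaign, cut at about 16% in these data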;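 further: IDE supplied by intact live HEK cells; FP after avidin binding of uncleaved biotin substrate so inhibition keeps polarization high; 0% = DMSO wells and 100% = 60 µM reference IDE inhibitor Ii1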
Target sequence (P14735 whole entry, looked up): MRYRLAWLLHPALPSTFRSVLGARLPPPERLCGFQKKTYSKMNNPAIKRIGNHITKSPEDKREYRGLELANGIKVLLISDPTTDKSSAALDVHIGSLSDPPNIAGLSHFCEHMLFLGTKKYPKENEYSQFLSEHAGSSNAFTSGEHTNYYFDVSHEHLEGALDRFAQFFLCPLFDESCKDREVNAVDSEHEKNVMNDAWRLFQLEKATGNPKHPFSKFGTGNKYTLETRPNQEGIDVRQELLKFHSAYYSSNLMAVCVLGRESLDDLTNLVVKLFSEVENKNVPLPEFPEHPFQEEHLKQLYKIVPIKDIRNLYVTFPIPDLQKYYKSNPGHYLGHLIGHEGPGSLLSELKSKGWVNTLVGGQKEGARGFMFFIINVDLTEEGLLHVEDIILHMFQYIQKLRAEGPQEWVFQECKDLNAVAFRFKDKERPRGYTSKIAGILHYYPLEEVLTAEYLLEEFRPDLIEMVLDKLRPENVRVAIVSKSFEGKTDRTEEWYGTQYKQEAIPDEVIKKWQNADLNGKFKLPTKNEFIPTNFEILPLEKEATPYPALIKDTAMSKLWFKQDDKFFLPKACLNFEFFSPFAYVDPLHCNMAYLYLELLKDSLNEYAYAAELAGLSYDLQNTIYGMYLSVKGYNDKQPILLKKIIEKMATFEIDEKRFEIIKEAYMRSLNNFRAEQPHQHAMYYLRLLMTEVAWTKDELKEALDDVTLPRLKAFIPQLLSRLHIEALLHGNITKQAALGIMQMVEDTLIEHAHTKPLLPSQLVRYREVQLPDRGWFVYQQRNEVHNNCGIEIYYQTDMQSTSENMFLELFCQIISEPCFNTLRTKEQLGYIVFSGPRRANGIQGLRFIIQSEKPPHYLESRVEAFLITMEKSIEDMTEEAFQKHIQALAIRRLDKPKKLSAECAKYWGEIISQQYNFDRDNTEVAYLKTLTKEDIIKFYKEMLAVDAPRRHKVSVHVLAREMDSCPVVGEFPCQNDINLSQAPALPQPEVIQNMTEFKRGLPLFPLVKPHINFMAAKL
M4 PAM: potentiates acetylcholine response at human M4 receptor | CHO-K1 hM4/Gqi5, Fluo-8 calcium fluorescence, ACh EC20; 0% = ACh EC20, 100% = maximal ACh | AID 624126 | hit rate 0.4% among 360,000 | P08173 | activation, % at 3 µM;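 active means activation above its plate's cutoff, the mean activation of sample wells plus 3 SD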; further: some results filed as inactive read as strong as hits
An asterisk follows results filed as active; · = not tested or not shown.

Sample of the layout (15 entries):
SMILES	CRFR2-BP antag	M5 antag	M5 ag	CRFBP-R2 agonist	CHRM4 agonist	M5 PAM	CHRM4 antagonist	IDE inh	M4 PAM
COc1ccc(CNC(=O)CCc2c(C)nc3ncnn3c2C)cc1	-2	-2	0	0.8	0	5	-1	-2	2
O=C(O)Cc1ccc(NC(=S)Nc2cccc(Cl)c2Cl)cc1	2	5	-2	1.0	0	-1	-7	0	11
O=C(NCCc1ccccc1)/C(=N\O)c1ccccc1	-24	-4	-9	-1.3	0	-1	-2	-1	-1
CCOc1ccccc1-c1cnc(NC)cn1	·	2	0	·	0	-2	-4	·	-1
COc1ccc(CN(C2CCCC2)S(=O)(=O)c2ccc(-n3cnnn3)c(OC)c2)cc1OC	9	15	-3	1.3	6	-16	18	-3	-11
O=C(NCC1OCCc2ccccc21)C1COc2ccccc2O1 (stereo unspecified)	14	-3	-2	-0.6	1	-4	2	-1	-4
O=S(=O)(Nc1cccc(C(F)(F)F)c1)c1cccnc1	7	-8	0	-2.5	1	-4	-3	2	4
CCN(CC)CCN(C(=O)C1=COCCO1)c1nc2c(OC)ccc(OC)c2s1	28	-17	-6	0.2	1	6	3	0	1
O=C(Nc1ccc(-n2cnnn2)cc1)C1CCCN1C(=O)Nc1ccc(Br)cc1 (stereo unspecified)	3	1	-5	-1.1	2	0	-8	8	6
Cc1ccccc1S(=O)(=O)c1cc2ccccc2nc1N	-7	4	-3	-2.3	3	-6	-13	7	-5
COc1ccc(C(=O)Nc2c(N)nc(SCC(=O)Nc3ccc(NC(C)=O)cc3)[nH]c2=O)cc1	3	8	-2	1.0	1	-8	-6	1	8
CCCCC(O)(CCCC)C(=O)NN(C(=O)CCl)c1ccccc1	-13	-7	-5	1.2	0	6	-3	0	1
Cc1ccn2c(C(=O)NNC(=O)Nc3ccc(Cl)cc3)c(C)nc2c1	-3	-2	-3	-1.1	-1	-3	5	·	-3
Cc1ccc(C(=O)Nc2nc3nc(-c4ccccc4)cc(=O)n3[nH]2)cc1	41	0	3	12	0	4	6	1	-1
O=C(CCCn1c(SCc2cc(=O)n3cc(Cl)ccc3n2)nc2ccccc2c1=O)NCC1CCCO1 (stereo unspecified)	16	-4	-5	0.4	-1	14	9	-6	19

Results, from the start:
SMILES	CRFR2-BP antag	M5 antag	M5 ag	CRFBP-R2 agonist	CHRM4 agonist	M5 PAM	CHRM4 antagonist	IDE inh	M4 PAM
COc1ccc(CNC(=O)CCc2c(C)nc3ncnn3c2C)cc1	-2	-2	0	0.8	0	5	-1	-2	2
O=C(O)Cc1ccc(NC(=S)Nc2cccc(Cl)c2Cl)cc1	2	5	-2	1.0	0	-1	-7	0	11
O=C(NCCc1ccccc1)/C(=N\O)c1ccccc1	-24	-4	-9	-1.3	0	-1	-2	-1	-1
CCOc1ccccc1-c1cnc(NC)cn1	·	2	0	·	0	-2	-4	·	-1
COc1ccc(CN(C2CCCC2)S(=O)(=O)c2ccc(-n3cnnn3)c(OC)c2)cc1OC	9	15	-3	1.3	6	-16	18	-3	-11
O=C(NCC1OCCc2ccccc21)C1COc2ccccc2O1 (stereo unspecified)	14	-3	-2	-0.6	1	-4	2	-1	-4
O=S(=O)(Nc1cccc(C(F)(F)F)c1)c1cccnc1	7	-8	0	-2.5	1	-4	-3	2	4
CCN(CC)CCN(C(=O)C1=COCCO1)c1nc2c(OC)ccc(OC)c2s1	28	-17	-6	0.2	1	6	3	0	1
O=C(Nc1ccc(-n2cnnn2)cc1)C1CCCN1C(=O)Nc1ccc(Br)cc1 (stereo unspecified)	3	1	-5	-1.1	2	0	-8	8	6
Cc1ccccc1S(=O)(=O)c1cc2ccccc2nc1N	-7	4	-3	-2.3	3	-6	-13	7	-5
COc1ccc(C(=O)Nc2c(N)nc(SCC(=O)Nc3ccc(NC(C)=O)cc3)[nH]c2=O)cc1	3	8	-2	1.0	1	-8	-6	1	8
CCCCC(O)(CCCC)C(=O)NN(C(=O)CCl)c1ccccc1	-13	-7	-5	1.2	0	6	-3	0	1
Cc1ccn2c(C(=O)NNC(=O)Nc3ccc(Cl)cc3)c(C)nc2c1	-3	-2	-3	-1.1	-1	-3	5	·	-3
Cc1ccc(C(=O)Nc2nc3nc(-c4ccccc4)cc(=O)n3[nH]2)cc1	41	0	3	12	0	4	6	1	-1
O=C(CCCn1c(SCc2cc(=O)n3cc(Cl)ccc3n2)nc2ccccc2c1=O)NCC1CCCO1 (stereo unspecified)	16	-4	-5	0.4	-1	14	9	-6	19
CCOC(=O)c1ccc(NS(=O)(=O)c2ccc(SC)cc2)cc1	6	3	2	2.3	6	-11	-8	-2	-5
CCNS(=O)(=O)c1ccc2c(c1)n(C)c(=O)n2C	11	-7	1	0.7	1	2	-7	3	7
CCOc1ccc(NS(=O)(=O)c2ccc(C(=O)NCCCN3CCCC3=O)cc2)cc1	2	12	-2	5.2	2	-7	4	0	-5
Cc1cc(NC(=O)c2cc(-c3ccco3)on2)nn1Cc1ccc(Cl)cc1	10	5	0	1.0	4	-4	-4	10	3
CCOC(=O)N/N=C/c1ccc(OC)c(O)c1	-4	-2	0	0.2	0	4	-4	-1	2
CCOC(=O)C1=C(C)NC2=C(C(=O)CCC2)C1c1cc(OC)ccc1OC (stereo unspecified)	-33	14	3	-1.9	1	1	9	-2	10
O=C(CSc1nnc(-c2ccccc2)o1)N1CCCC1	-1	6	-2	-0.5	3	4	-16	6	11
O=[N+]([O-])c1ccc(CNc2cccc(Cl)c2)s1	7	-5	-4	0.6	-2	-6	-2	-2	-6
CC(C)c1cc(CNC(=O)C2CCC(=O)N(CCc3ccc(Cl)cc3)C2)on1 (stereo unspecified)	-4	-7	-4	-0.4	1	-3	-9	4	1
COc1ccccc1N=CC1=C(O)CC(c2ccccc2)CC1=O (stereo unspecified)	-18	-6	-4	-1.4	3	-8	-11	-4	-5
N#C/C(=C\c1cc(O)c(O)c(O)c1)C(N)=O	3	-1	-2	21	0	1	-14	2	4
O=C1c2ccccc2C(c2nnnn2C2CCCCC2)N1CCc1ccc(O)cc1 (stereo unspecified)	·	-3	4	·	4	4	-6	·	-2
COc1ccc(-c2ncncc2-c2ccccc2)c(O)c1	15	5	-7	-6.6	2	2	6	2	0
CCCC(=O)N1CCN(c2nc(CC(C)C)c3c(c2C#N)CCC3)CC1	1	-9	-7	-1.3	0	3	-4	1	2
COc1ccccc1-n1nnnc1SCC(=O)Nc1ccccn1	-3	13	3	-2.5	3	-8	-1	1	4
COc1ccc(N2CCN(C(=O)CCNS(=O)(=O)c3ccc(C)cc3)CC2)cc1	-9	-8	-3	-1.4	1	6	-3	3	5
O=C(NCCc1c[nH]c2ccccc12)C(=O)NCC1OCCCN1S(=O)(=O)c1ccc(F)cc1 (stereo unspecified)	3	8	3	1.6	6	-7	2	-4	-2
CCOC(=O)c1cccc(N2CC3CNC(=O)C2(C(=O)OC)N3C)c1 (stereo unspecified)	10	11	-3	-2.0	4	2	1	7	7
Cc1nnc(SC(C)C(=O)NC2CCCc3ccccc32)n1-c1ccccc1 (stereo unspecified)	3	2	0	2.1	0	-2	1	-5	0
COC(=O)C[C@H]1CC[C@@H](NC(=O)Nc2c(C)noc2C)[C@@H](CO)O1	·	10	-1	·	2	-3	-3	·	8
O=C(CSc1ccc2ccccc2c1)Nc1nc2ccccc2[nH]1	-15	7	-1	2.0	1	-10	1	1	3
C/C=C/C(=O)OCc1csc(CC(=O)Nc2ccccc2C)n1	8	6	-1	-0.9	2	-3	-8	2	-1
O=S(=O)(Cc1ccccc1)N1CCCCC1	-7	-1	-3	1.2	0	1	1	7	-4
CC(=O)NC1=NN(C(C)=O)C(c2cccs2)S1 (stereo unspecified)	-12	-8	1	0.8	0	8	2	3	9
CCc1ccc(OCC(=O)Nc2nnc(-c3ccco3)s2)cc1	-15	4	6	0.1	3	2	5	-1	-1
Cc1cccc(C)c1NC(=O)COn1nnc2ccc(C(F)(F)F)cc21	-8	-8	-6	1.3	2	6	-14	-1	3
COc1ccc(CCN2CCCC(CN(C)Cc3cc(OC)ccc3OC)C2)cc1 (stereo unspecified)	10	12	-17	2.8	1	-13	10	4	-7
CCN(CC)C(=O)c1[nH]cnc1C(=O)N[C@@H](CC(C)C)C(=O)OCc1ccccc1	2	8	-2	-1.4	4	2	1	1	-3
N#Cc1c(C(F)(F)F)cc(-c2ccco2)nc1SCc1ccccn1	-29	27	12	3.3	56*	-11	21	1	-8
O=C1CCC(C(=O)N2CCN(c3ccccc3Cl)CC2)CN1CC1CCCCC1 (stereo unspecified)	-5	-13	7	-0.8	5	9	-2	-3	1
CCc1c(-c2ccc(Br)cc2)ncn1Cc1cccc(-c2ccccc2)c1	·	72*	-6	·	3	-20	50*	·	-17
CCN(CC(=O)Nc1ccc(N2CCOCC2)cc1)C(=O)COc1ccccc1OC	10	-12	0	1.2	1	8	-4	3	0
CC(=O)Oc1ccc(/C=C(\NC(=O)c2ccco2)C(=O)Nc2ccc(C(C)=O)cc2)cc1	9	5	-2	-0.3	2	-3	3	5	-7
Cc1cc(NC(=O)CSc2nc(-c3ccccc3)cs2)no1	2	2	-2	-0.1	2	-5	6	8	-7
Nc1nc(-c2cccnc2)nn1C(=O)c1ccc(Cl)cc1	-18	-5	-5	-0.1	1	-5	-6	·	12
CCOC(=O)c1cn(CC(=O)Nc2ccc(C(C)C)cc2)nn1	21	-2	1	0.9	2	-1	-6	2	0
O=C(/C=C/c1ccc(S(=O)(=O)N2CCOCC2)cc1)NC(=S)NCCCn1ccnc1	31	12	-4	-3.3	1	-6	-1	3	-5
COc1ccc(CC(=O)Nc2ccc(-c3noc(-c4cccc(OC)c4)n3)cc2)cc1	28	12	0	6.2	0	0	0	7	19
O=[N+]([O-])c1ccc(S(=O)(=O)Nc2ccc(-c3ccc(N4CCCC4)nn3)cc2)cc1	10	2	0	-5.0	1	-2	-5	6	0
CCOc1ccc(NC(=O)CN(C)C(=O)c2ccc(COc3ccccc3)cc2)cc1OCC	-1	8	0	-0.8	2	-10	-7	-4	2
O=C(O)C1CCCN(S(=O)(=O)c2ccc(Cl)s2)C1 (stereo unspecified)	-1	-5	1	-0.2	1	4	-1	5	7
Cc1ccc(Cl)cc1N1CCN(CC(O)COC(C)C)CC1 (stereo unspecified)	13	15	-14	-0.7	1	-9	2	5	-8
CC(C)c1ccc(/C=N/NC(=O)C2CCCC2)cc1	-29	6	-4	0.3	0	-5	-6	2	4
CCC(=NCc1ccccc1)C1=C(O)C(C(=O)OC)C(C)(C)CC1=O (stereo unspecified)	-1	-13	-3	0.0	2	-4	-16	6	10
COc1ccccc1CNC(=O)[C@H](C)NC(=O)C1CCN(C(=O)[C@@H](N)CC(C)C)CC1	16	1	0	1.2	1	-6	-5	-6	-8

Source: PubChem BioAssay
